Assay outcomes deposited in PubChem BioAssay by The Scripps Research Institute Molecular Screening Center.
PRMT1 FP inh – PRMT1 (human) inhibition, primary screen; Q99873; actives 1.3% (n = 370,000); inhibition, % at 2.79 µM; recombinant PRMT1, activity-based probe fluorescence polarization;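 active means inhibition above about 21% made by adding two undisclosed values, limit read from the data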
Target sequence (Q99873 whole entry, looked up): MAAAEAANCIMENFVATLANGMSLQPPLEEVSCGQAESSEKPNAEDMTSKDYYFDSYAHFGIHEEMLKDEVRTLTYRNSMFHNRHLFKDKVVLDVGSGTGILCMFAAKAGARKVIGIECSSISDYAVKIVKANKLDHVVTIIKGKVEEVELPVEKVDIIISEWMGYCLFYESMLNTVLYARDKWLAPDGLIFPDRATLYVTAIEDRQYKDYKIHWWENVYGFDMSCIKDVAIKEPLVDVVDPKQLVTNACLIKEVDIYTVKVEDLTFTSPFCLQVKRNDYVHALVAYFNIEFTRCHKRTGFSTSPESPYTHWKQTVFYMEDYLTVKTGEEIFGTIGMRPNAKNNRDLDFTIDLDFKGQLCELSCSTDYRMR
SIAE primary – blocks human sialic acid acetylesterase; Q9HAT2; actives 0.69% (n = 370,000); inhibition, % at 9.66 µM; SIAE FP-Rh probe binding, fluorescence polarization;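 active means inhibition above a cutoff: mean of compounds within the control limits plus 3 SD of those, cut at about 17% in these data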;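 further: 0% = plate median of compound wells and 100% = probe without SIAE protein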
Tn6 DDE FP – DD(E)-Tn6 binding inhibition, primary FP screen. actives 0.21% (n = 370,000). inhibition, % at 8.3 µM. Fibrin DD(E) TRITC-Tn6 fluorescence polarization displacement;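 active means inhibition above a per-campaign cutoff: mean of compounds within control limits plus 3 SD, cut at about 15% in these data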;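 further: 0% = median of all compound wells on the plate and 100% = blocking peptide control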
Target sequence (P02675 whole entry, looked up): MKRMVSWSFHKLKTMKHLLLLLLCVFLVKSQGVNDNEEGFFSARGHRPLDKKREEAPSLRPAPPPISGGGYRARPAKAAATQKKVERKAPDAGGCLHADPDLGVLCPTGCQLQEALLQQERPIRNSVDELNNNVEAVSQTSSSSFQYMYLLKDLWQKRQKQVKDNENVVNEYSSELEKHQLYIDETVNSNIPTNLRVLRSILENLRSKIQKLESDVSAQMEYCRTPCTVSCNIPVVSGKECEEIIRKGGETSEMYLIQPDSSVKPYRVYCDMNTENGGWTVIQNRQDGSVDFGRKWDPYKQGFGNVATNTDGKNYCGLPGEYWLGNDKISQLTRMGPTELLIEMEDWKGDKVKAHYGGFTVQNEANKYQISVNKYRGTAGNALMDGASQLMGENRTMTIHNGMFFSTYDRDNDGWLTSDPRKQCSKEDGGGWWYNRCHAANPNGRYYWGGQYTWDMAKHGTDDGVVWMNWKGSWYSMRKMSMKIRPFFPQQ
MBD2 inh – inhibitors of human MBD2 binding to methylated oligonucleotide; Q9UBB5; TR-FRET; inhibition, % at 4.4 µM; actives 0.31% (n = 370,000); in the data active means inhibition above about 13%
LEDGF integ inh – blocks HIV-1 LEDGF/p75-dependent DNA integration | AID 743269 | inhibition, % at 3.7 µM | actives 0.64% (n = 370,000) | TR-FRET IN-LEDGF/p75 DNA integration, Eu/Cy5;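 active means inhibition above the screen-wide mean plus 3 SD, cut at about 13% in these data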;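 further: signal is the Cy5 over europium emission ratio at 671 and 618 nm; 0% = plate median of compound wells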
UHRF1 binding – blocks human UHRF1 binding to methylated DNA; Q96T88; UHRF1 binding to methylated oligo, TR-FRET; inhibition, % at 4.4 µM; actives 0.75% (n = 370,000); in the data active means inhibition above about 21%;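 further: UHRF1 SRA domain binding a hemimethylated CpG hairpin DNA probe; 0% = median of test compound wells and 100% = reference inhibitor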
TDP2 absorb – blocks human TDP2 phosphodiesterase activity | O95551 | actives 0.34% (n = 370,000) | recombinant TDP2, T5PNP hydrolysis, p-nitrophenol absorbance 415 nm | inhibition, % at 12.8 µM;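 active means inhibition above the mean of all tested compounds plus 3 SD, set per campaign, cut at about 25% in these data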;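 further: 0% = DMSO with enzyme and 100% = buffer with substrate but no TDP2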
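Read-out basis: percent inhibition. System: recombinant human TDP2. Buffer or medium: Mg2+-containing Tris-HCl buffer, pH 7.5. Repeats: single replicate. Timing: reaction 2 h, 37 °C. Benchmarks: high control without enzyme, low control DMSO plus TDP2. Probe or stimulus: 5 mM T5PNP. Doses: 12.8 µM only. Measured by: epi absorbance of p-nitrophenol freed from T5PNP by hydrolysis.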
TCR-CD3 inh – blocks the human TCR-CD3 interaction. TAMRA-labeled TCR probe fluorescence, biochemical. inhibition, % at 9.4 µM. actives 0.37% (n = 360,000). AID 651800; in the data active means inhibition above about 19%;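 further: recombinant mutant TCR 2C K166C tagged with TAMRA read by polarization; 0% = receptor in buffer alone and 100% = receptor with positive control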
DDE Tn7 FP inh – DD(E)-Tn7 binding inhibition, primary FP screen; P02675; actives 0.13% (n = 370,000); FP displacement of FITC-Tn7 peptide from fibrin DD(E); 0% = median of compound wells per plate; inhibition, % at 8.3 µM;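 active means inhibition above the mean of compounds falling within the control limits plus 3 SD of them, cut at about 14% in these data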;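 further: 0% = plate median of compound wells and 100% = 10 µM Aha-Tn7 peptide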
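Measure: % inhibition scaled between sample-field median and high-control FP; Test system: human fibrin DD(E); Quantity: 2 µM final DD(E) protein; Doses: one dose, 8.3 µM nominal; Schedule: compound with protein 10 min, then 3 h after probe, room temperature; Detection: fluorescence polarization; Medium: Tris buffer with calcium and detergent, pH 7.8.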
KLK7 zymogen act – activates the human kallikrein-7 zymogen | actives 0.9% (n = 370,000) | activation, % at 7 µM | purified proKLK7, EDANS-DABCYL substrate fluorescence; 100% is mature enzyme control, 0% vehicle | P49862;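 active means activation above the mean of all tested compounds plus 3 SD, computed per campaign excluding outliers beyond control limits, cut at about 13% in these data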
Active calls of the source: *; & = joins results of further samples.

SMILES	PRMT1 FP inh	SIAE primary	Tn6 DDE FP	MBD2 inh	LEDGF integ inh	UHRF1 binding	TDP2 absorb	TCR-CD3 inh	DDE Tn7 FP inh	KLK7 zymogen act
CN(CC(=O)Nc1ccc(Br)cc1)Cc1ccccc1	0	3	-7	-3	4	1	-4	3	-3	0.7
O=C(N/N=C/c1cccnc1)/C(=C\c1cccs1)NC(=O)c1ccccc1	1	-1	0	-3	1	11	4	-7	5	1.0
C=CCNC(=O)c1ccc2c3n(nc2c1)-c1ccccc1CO3	1	-3	2	-9	0	-3	10	-3	3	6.5
Cc1ccc(C)c(C(=O)CN2C(=O)CCC2=O)c1	-2	-2	-4	3	2	-2	6	5	3	-0.3
CC(C)OC(=O)C1=C(N)N2C(=O)CSC2=C(C(=O)OC(C)C)C1	2	0	0	0	3	-4	6	-2	1	1.5
CCOC(=O)N(C)c1c(CC)nc2c(OCCOc3ccccc3)cccn12	2	6	-9	2	-3	-2	-5	2	-1	-0.2
CCC(CC)NC(=O)CC(c1ccccc1)c1ccccc1	0	3	3	1	1	2	5	7	0	-0.6
O=C(c1ccncc1)N1CCN(C(=O)c2cccc3ccccc23)CC1	-3	-2	0	0	4	3	5	-10	2	-0.2
Cn1nc(CC(=O)Nc2ccc3c(c2)CCC3)c2ccccc2c1=O	-3	0	-4	1	0	1	0	5	-1	-1.3
CCOC(=O)c1cc(-c2ccccc2)nn1Cc1cc(C)no1	1	3	-5	2	0	-2	8	4	4	0.5
CCC1=Nc2cc(C(=O)NCCN3CCCC3)ccc2Sc2ccccc21	1	-6	-8	3	0	3	8	-4	-4	0.4
Fc1ccc(-c2nnc(-c3ccc(Cl)cc3Cl)o2)cc1	0	0	1	2	7	0	1	0	-9	0.0
Clc1ccccc1CN1CCSCC1	0	-2	3	-2	3	2	5	1	2	0.2
CC(C)CNS(=O)(=O)c1ccc(S(=O)(=O)N2CCN(C3CCCC3)CC2)cc1	-1	0	6	-3	2	-1	-12	7	-3	-0.2
Cc1cc(N2CCCC2)n2nc(C)nc2n1	-5	19*	-7	5	2	6	1	-7	2	-0.5
CCOC(=O)C1CCCN(C2CC(=O)N(c3cccc(C(F)(F)F)c3)C2=O)C1 (stereo not drawn)	26*	1	-2	1	4	2	11	-2	3	-0.2
COc1ccc(C(=O)N2CCCN(C)CC2)c(OC)c1	1	0	2	4	3	0	-7	0	-4	0.0
COc1ccc(/C=C2/SC(=S)N(CCCC(=O)Nc3ccc(O)cc3)C2=O)cc1OC	-2	-10	0	-3	2	-6	-4	-5	9	0.1
CC1(C(=O)Nc2ccc3c(c2)OCCO3)CCN1C(=O)Cc1ccc(-c2ccccc2)cc1 (stereo not drawn)	1	-3	5	2	-3	-1	0	-6	1	0.3
Nc1nc(SCC(=O)NCC2CCCO2)n[nH]1 (stereo not drawn)	-1	-3	10	-3	-3	-3	1	6	-10	0.2
COc1ccc(CC(=O)OCC(=O)Nc2ccc3c(c2)OCO3)cc1	0	-1	-4	-2	3	-1	14	5	1	0.0
CC1(C(=O)NS(=O)(=O)C2CC2)CCN(C(=O)c2cc3ccccc3s2)C1 (stereo not drawn)	6	-5	-2	3	-1	2	0	-10	5	0.5
CC(C)CCc1noc(CN2CCC(CCN3CCCC3=O)CC2)n1	1	-2	-2	4	-4	-1	-7	4	4	0.4
CC1CCCC(C)N1S(=O)(=O)c1ccc(NC(=O)c2ccccc2C(=O)N2CCOCC2)cc1 (stereo not drawn)	1	5	-4	2	0	2	4	1	3	0.4
Cc1cc(NS(=O)(=O)c2ccc(NC(=O)C(C)Oc3ccccc3Cl)cc2)no1 (stereo not drawn)	0	3	4	-1	-1	1	2	0	10	0.0
CC(=O)c1c(COC(=O)c2cccc(C)c2)nc2ccccc2[n+]1[O-]	-1	-2	3	1	0	-4	10	4	0	0.5
O=C(NCc1ccncc1)Nc1cccc(Cl)c1	0	-7	9	0	5	4	-15	-2	-4	0.3
C=CCOc1ccc(CN(C)CC(=O)Nc2ccccc2[N+](=O)[O-])cc1	3	5	-3	2	-4	0	-2	-14	9	0.1
NC(=O)Nc1ccc(Oc2ncc(C(F)(F)F)cc2Cl)cc1	-1	2	-5	-3	3	1	-14	2	-6	-0.7
CN(C)CC/C=C1/c2ccccc2Sc2ccc(Cl)cc21	-1&-3	-3&2	-1&-1	0&-2	-2&-2	0&-1	4&12	6&-7	5&-4	-0.2&0.4

Printed as active in SIAE primary, of those listed so far:
SMILES	PRMT1 FP inh	SIAE primary	Tn6 DDE FP	MBD2 inh	LEDGF integ inh	UHRF1 binding	TDP2 absorb	TCR-CD3 inh	DDE Tn7 FP inh	KLK7 zymogen act
Cc1cc(N2CCCC2)n2nc(C)nc2n1	-5	19*	-7	5	2	6	1	-7	2	-0.5

Sorted by value in TDP2 absorb (descending): six of the compounds above.
SMILES	PRMT1 FP inh	SIAE primary	Tn6 DDE FP	MBD2 inh	LEDGF integ inh	UHRF1 binding	TDP2 absorb	TCR-CD3 inh	DDE Tn7 FP inh	KLK7 zymogen act
COc1ccc(CC(=O)OCC(=O)Nc2ccc3c(c2)OCO3)cc1	0	-1	-4	-2	3	-1	14	5	1	0.0
CC(=O)c1c(COC(=O)c2cccc(C)c2)nc2ccccc2[n+]1[O-]	-1	-2	3	1	0	-4	10	4	0	0.5
CC1CCCC(C)N1S(=O)(=O)c1ccc(NC(=O)c2ccccc2C(=O)N2CCOCC2)cc1 (stereo not drawn)	1	5	-4	2	0	2	4	1	3	0.4
CC1(C(=O)NS(=O)(=O)C2CC2)CCN(C(=O)c2cc3ccccc3s2)C1 (stereo not drawn)	6	-5	-2	3	-1	2	0	-10	5	0.5
C=CCOc1ccc(CN(C)CC(=O)Nc2ccccc2[N+](=O)[O-])cc1	3	5	-3	2	-4	0	-2	-14	9	0.1
COc1ccc(/C=C2/SC(=S)N(CCCC(=O)Nc3ccc(O)cc3)C2=O)cc1OC	-2	-10	0	-3	2	-6	-4	-5	9	0.1

(further entries)
SMILES	PRMT1 FP inh	SIAE primary	Tn6 DDE FP	MBD2 inh	LEDGF integ inh	UHRF1 binding	TDP2 absorb	TCR-CD3 inh	DDE Tn7 FP inh	KLK7 zymogen act
O=C(c1cc2cc(F)ccc2[nH]1)N1CCC(Cc2ccccc2)CC1	-1	-4	5	-6	1	-2	4	-7	2	0.3
COc1ccc(-c2cc(-c3nnc(COC(=O)c4ccncc4)o3)c3ccccc3n2)cc1OC	-2	-13	2	3	1	-2	3	12	2	-20
CC(=O)c1sc(NC(=O)c2ccc(F)c(F)c2)nc1C	-1	1	6	-4	1	2	-11	1	-11	0.2
CCCCn1c(SCC(=O)Nc2cc(C)on2)nnc1-c1cccnc1	-3	-2	-3	2	-1	11	12	-3	-6	-0.1
CN(C(=O)COC(=O)C1CCN(S(=O)(=O)c2ccc(Cl)cc2)CC1)C1CCS(=O)(=O)C1 (stereo not drawn)	-2	-4	-3	-1	2	-1	-10	9	-3	0.5
Cc1cccc(C(C)C)c1NC(=O)c1cc2ccccc2o1	3	3	-1	0	0	-3	2	1	2	-0.2
COc1ccc(CCN=C(N)NS(=O)(=O)c2ccc(OC)cc2)cc1	0	-7	1	0	-3	3	11	-6	0	-0.1
COc1cccc(-c2nc3n(n2)C(c2ccccc2Cl)C(C(N)=O)=C(C)N3)c1 (stereo not drawn)	-1	3	2	-5	-3	-3	-1	0	7	0.7
COc1cccc(NC(=O)NC2CC(=O)N(c3ccc4c(c3)OCCO4)C2)c1 (stereo not drawn)	3	-6	12	-1	-5	-1	3	6	-2	0.2
Cc1cc2c(C)nc(N/N=C/c3ccc([N+](=O)[O-])cc3)nc2o1	0	-6	-3	-3	-3	-5	2	1	1	0.3
COc1ccc(NC2=NC(=S)N(c3ccccc3C)C23CCCCC3)cc1	-2	-2	12	0	2	3	-6	4	-1	0.1
COc1ccc2c(c1OC)C(=O)OC2CC(=O)c1ccc(O)cc1 (stereo not drawn)	-1	-3	-5	-2	-2	-1	-6	-2	-2	20*
CC(=O)n1nc(-c2ccccc2)nc1NCc1ccc(F)cc1	-3	-4	-2	-4	1	3	-17	-3	-5	-0.3
C/C(=N\NC(=O)CNC(=O)c1cccnc1)c1cccc(O)c1	1	-4	4	-1	0	0	-14	0	-4	-0.2
CC(=N)C1=C(O)CC(C)(C)CC1=O	-2	3	2	0	-3	-2	-1	0	1	0.3
Cc1ccc(Cl)cc1NC(=O)COC(=O)C12CC3CC(CC(C3)C1)C2	0&-1	0&-2	-3&-11	5&-7	-4&-2	2&2	-6&-7	-3&-3	5&-15	0.1&0.2
O=C1CCCC(O)=C1Sc1cc(Cl)c(Cl)cc1Cl	3	-4	2	-2	1	-1	9	-2	1	-0.3
CN(C)S(=O)(=O)c1cccc(C(=O)OCC(=O)Nc2ccc3c(c2)OCCO3)c1	-1	3	2	1	0	-1	3	9	1	0.2
COc1ccc(OC)c(NC(=O)COC(=O)c2nc(Cl)ccc2Cl)c1	4	-8	-10	3	-3	7	0	3	-1	-0.2
O=S(=O)(c1ccc(F)cc1)N1CCCNCC1	8	-10	3	3	2	4	-11	-4	-2	0.3
CNc1ccc(Br)cc(C(=O)/C=C/c2ccc3c(c2)OCO3)c1=O	25*	11	2	2	19*	2	0	18	2	8.7
CC(C)Sc1nnc([C@@H]2CCCN2C(=O)OC(C)(C)C)o1	0	3	-3	1	-4	-2	4	6	5	-0.3
O=C(/C=C/c1ccc(Br)cc1)NC(=S)NNC(=O)c1ccco1	1	-10	10	-5	1	-4	2	18	6	0.3
COc1cccc(C(=O)N(C)CC(=O)Nc2cccc3ccccc23)c1	-2	1	1	1	3	9	-5	-10	1	0.4
COc1ccc(/C(O)=C2\C(=O)C(=O)N(c3cc(C)on3)C2c2cccc(OC)c2OC)cc1C (stereo not drawn)	3	1	1	4	-1	1	-3	-11	7	-0.1

Compounds from the list above that have an NH in an aromatic ring, in the order listed:
SMILES	PRMT1 FP inh	SIAE primary	Tn6 DDE FP	MBD2 inh	LEDGF integ inh	UHRF1 binding	TDP2 absorb	TCR-CD3 inh	DDE Tn7 FP inh	KLK7 zymogen act
Nc1nc(SCC(=O)NCC2CCCO2)n[nH]1 (stereo not drawn)	-1	-3	10	-3	-3	-3	1	6	-10	0.2
O=C(c1cc2cc(F)ccc2[nH]1)N1CCC(Cc2ccccc2)CC1	-1	-4	5	-6	1	-2	4	-7	2	0.3

An unsorted share of the library; about 4.6% have a hit in one of these screens.
